Exocytosis inh – lytic granule exocytosis inhibition. TALL-104 LAMP-1 surface exposure, flow cytometry; cells stimulated with thapsigargin and PMA. inhibition, % at 10 µM. 360,000 compounds, 0.66% hits;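 active = inhibition above about 55%, limit read from the data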
MC4R barr agon – agonists of human melanocortin 4 receptor (MC4R) beta-arrestin; P32245; U2OS MC4R beta-arrestin complementation, luminescence; percent of melanotan II response, DMSO zero; activation, % at 8.9 µM; 360,000 compounds, 0.98% hits;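 active = activation above a per-plate cutoff, the mean activation of sample wells on that plate plus 3 SD, cut at about 8% in these data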
MC4R antag cAMP – human MC4R antagonism in cAMP assay; inhibition, % at 6.5 µM; 360,000 compounds, 0.48% hits; MC4R-expressing cells, MTII-stimulated cAMP, LANCE TR-FRET; P32245;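 active = inhibition above its plate's cutoff, the mean of tested wells on that plate plus 3 SD, cut at about 29% in these data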;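 note: 0% = Melanotan II alone and 100% = Melanotan II plus saturating MCL0020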
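Test system: U2OS cells stably expressing human melanocortin 4 receptor (MC4R); also added: Melanotan II challenge; compound: 6.5 µM single dose; timing: 30-min compound preincubation, 1-h Melanotan II challenge, 1-h detection, room temperature; signal: Eu-cAMP/anti-cAMP TR-FRET, emission 671 nm; repeats: one well per compound, no replicates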
ABCB6 inh MLPCN – inhibitors of human ABC transporter ABCB6 | AID 602162 | K562-ABCB6 porphyrin accumulation, flow cytometry, 1 h; hits give low values | fluorescence ratio to DMSO, % at 10 µM | 360,000 compounds, 0.19% hits;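 active = fluorescence ratio to DMSO below 75%, the collection mean minus 3 SD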;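 note: signal is porphyrin accumulated inside mitochondria; 100% equals median channel fluorescence of DMSO control wells; lower ratio means ABCB6 inhibition with less porphyrin fluorescence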
ABHD5-PLIN5 inh – blocks binding of human ABHD5 to perilipin-5; Q00G26+Q8WTS1; Split G. princeps luciferase complementation, luminescence, 4 h; inhibition, % at 4 µM; 360,000 compounds, 0.78% hits; AID 602281;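 active = inhibition above the mean inhibition across every tested compound plus 3 SD, cut at about 22% in these data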;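 note: 0% = DMSO only wells and the 100% control is not disclosed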
HTR2A ag – mouse HTR2A agonism via beta-arrestin recruitment; 360,000 compounds, 0.66% hits; P35363; CHO-K1 mHTR2A beta-arrestin complementation, luminescence; percent of 30 µM serotonin response; AID 624169; activation, % at 7.6 µM;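 active = activation above a run cutoff, the mean activation of all tested compounds plus 3 SD, cut at about 14% in these data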;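 note: 0% = plate median of compound wells and 100% = 30 µM serotonin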
Target sequence (P35363 whole entry, looked up): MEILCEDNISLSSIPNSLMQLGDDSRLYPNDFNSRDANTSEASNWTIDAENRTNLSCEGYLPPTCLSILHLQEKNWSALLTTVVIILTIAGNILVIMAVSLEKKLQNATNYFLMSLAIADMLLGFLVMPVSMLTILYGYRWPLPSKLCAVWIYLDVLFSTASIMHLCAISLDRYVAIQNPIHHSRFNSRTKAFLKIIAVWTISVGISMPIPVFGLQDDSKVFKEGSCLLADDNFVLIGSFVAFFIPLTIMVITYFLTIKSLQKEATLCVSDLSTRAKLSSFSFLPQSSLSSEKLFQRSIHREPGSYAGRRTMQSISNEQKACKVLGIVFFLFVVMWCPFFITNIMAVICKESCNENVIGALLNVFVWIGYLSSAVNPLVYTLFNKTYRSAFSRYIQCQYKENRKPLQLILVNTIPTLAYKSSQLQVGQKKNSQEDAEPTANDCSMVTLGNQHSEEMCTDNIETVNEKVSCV
CaV13 FRET inh – Primary screen for inhibitors of IQ motif and Ca2+-dependent inactivation inhibitor domain binding in CACNA1D, Förster resonance energy transfer in living cells, …; 340,000 compounds, 0.098% hits; inhibition, % at 12.3 µM; AID 743397; HEK cells, CFP/YFP FRET ICDI-IQ, plate reader, 10 min; percent FRET-ratio fall versus neutral wells;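 active = mean replicate inhibition of at least 30% and at least 1% of replicates passing that level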;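 note: 0% = median of the neutral control wells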
N-glyco inh – N-linked glycosylation inhibition; D54 ERlucT glycosylation luciferase reporter, 24 h; percent of 100 nM tunicamycin response; reporter increase, % at 12.5 µM; 360,000 compounds, 0.23% hits; AID 588692;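 active = mean luciferase reporter signal, scaled so untreated is 0 and the glycosylation-blocking control 100, at or above a set limit in every replicate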;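 note: luciferase carries N-glycosylation sites so blocking glycosylation raises the light; 0% = median of neutral control wells and 100% = median of 100 nM tunicamycin wells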
Cardio protect – myocardial damage modulation in H9c2 cells; 360,000 compounds, 0.63% hits; AID 588492; protection from H2O2 cell death, % at 20 µM; H9c2 cardiomyocytes, H2O2 injury protection, ATPLite, 2 h;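 active = compounds giving at least 50% protection of heart cells from peroxide-induced death in the single-dose screen, raw or plate-pattern-corrected value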;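 note: 0% = DMSO wells with peroxide and 100% = DMSO wells without peroxide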
PDI inh – inhibitors of human protein disulfide isomerase; 350,000 compounds, 0.052% hits; inhibition, % at 10 µM; P07237; AID 588391; PDI insulin aggregation turbidity, A650, 90 min;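 active = mean inhibition across replicates of 30% or more, whatever share of single replicates reach that level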;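 note: absorbance from insulin aggregation driven by PDI reduction with DTT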
Target sequence (P07237 whole entry, looked up): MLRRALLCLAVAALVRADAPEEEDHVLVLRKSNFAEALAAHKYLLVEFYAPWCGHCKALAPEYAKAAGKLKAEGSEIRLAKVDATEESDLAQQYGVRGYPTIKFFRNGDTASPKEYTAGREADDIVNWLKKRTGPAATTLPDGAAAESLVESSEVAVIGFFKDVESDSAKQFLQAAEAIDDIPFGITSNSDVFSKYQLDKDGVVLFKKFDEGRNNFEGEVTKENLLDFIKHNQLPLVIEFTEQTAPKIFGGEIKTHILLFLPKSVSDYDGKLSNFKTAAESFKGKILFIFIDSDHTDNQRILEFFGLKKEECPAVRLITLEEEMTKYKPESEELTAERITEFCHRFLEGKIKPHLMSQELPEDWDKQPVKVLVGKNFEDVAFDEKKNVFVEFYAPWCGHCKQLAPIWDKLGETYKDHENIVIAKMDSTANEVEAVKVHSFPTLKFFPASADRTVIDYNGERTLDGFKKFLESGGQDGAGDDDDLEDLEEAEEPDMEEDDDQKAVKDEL
An asterisk follows results filed as active; nt = no result given; & = joins results of further samples.

[1] CC(C)(C)c1ccc(OCC(=O)N2CCN(C=O)CC2)cc1
[2] COc1ccc(Cl)cc1NC(=O)C(=O)NC1CCCCCC1
[3] CCC(C)NC(=O)CO/N=C/c1ccccc1OC(F)F (configuration not stated)
[4] O=C(O)CCN1C(=O)c2ccc(NC(=O)c3ccco3)cc2C1=O
[5] CC1(C)CC(NC(=O)c2cc(S(=O)(=O)N3CCOCC3)ccc2Cl)CC(C)(C)N1
[6] O=C(O)c1ccc(COc2ccccc2/C=C2\NC(=O)N(Cc3ccc(F)cc3)C2=O)cc1

assay / compound	1	2	3	4	5	6
Exocytosis inh	-6	-2	-3	-4	-4	-1
MC4R barr agon	-0.9	-0.5	0.3	-3.1	-1.6	-0.9
MC4R antag cAMP	4	18	1	-3	3	0
ABCB6 inh MLPCN	196	97	93	94	89	100
ABHD5-PLIN5 inh	5	-1	3	4	8	-3
HTR2A ag	10	0	4	-4	11	-2
CaV13 FRET inh	nt	nt	-4	0	-16	-1
N-glyco inh	2	3	2	-1	0	1
Cardio protect	-5	-17	-2	2	1	-1
PDI inh	-4	-6	6	-1	-2	-3

[7] Cc1ccc(/C=C/c2nnc(-c3cccc(C)c3)o2)cc1
[8] Cc1cccc(C(C)C)c1NC(=O)COC(=O)c1cccc(S(=O)(=O)N2CCc3ccccc3C2)c1
[9] OCCN(CCO)CC(O)COc1ccc(Br)cc1 (configuration not stated)
[10] Cc1n(CC(O)COCc2ccccc2)c2ccccc2[n+]1C (configuration not stated)
[11] S=C(c1ccccc1)N1CCN(c2ccccc2)CC1
[12] Cc1cccc(NC2=NCC(=O)N2CCc2ccccc2)c1

assay / compound	7	8	9	10	11	12
Exocytosis inh	-1	-1	5&-6	2	-1	-2
MC4R barr agon	-1.3	18*	0.9&-1.3	-0.6	-0.1	0.4
MC4R antag cAMP	-1	-6	-7&-3	16	4	-3
ABCB6 inh MLPCN	90	97	100&101	94	99	99
ABHD5-PLIN5 inh	-2	0	-7&2	-1	-3	0
HTR2A ag	-1	3	-2&2	2	-6	-4
CaV13 FRET inh	-7	-4	-5&-5	-4	-9	-5
N-glyco inh	1	12	2&0	0	0	2
Cardio protect	-2	4	8&-1	0	-3	0
PDI inh	-10	-1	3&7	0	6	10

[13] CC(=O)N1CCOc2ccc(S(=O)(=O)N3CCC(C(=O)NCc4ccc(C)cc4)CC3)cc21
[14] COc1cc2c(cc1OC)C(c1ccccc1)CC2=O (configuration not stated)
[15] CCOc1ccc(N(C)S(=O)(=O)c2cc(-c3cc(C)no3)ccc2OC)cc1
[16] O=C(c1ccco1)N1CCN(c2ncnc3scc(-c4ccc(Cl)cc4)c23)CC1
[17] COC(=O)C1C(c2ccc(OC)cc2)NC(=O)NC1(O)C(F)(F)Cl (configuration not stated)
[18] CC(C)Cn1c(N)c(C(=O)CSc2nc3ccccc3n2C)c(=O)n(C)c1=O

assay / compound	13	14	15	16	17	18
Exocytosis inh	2	2	7	1	-1	0
MC4R barr agon	-0.5	-1.1	-1.5	4.0	1.8	-2.1
MC4R antag cAMP	5	-2	-5	31*	-3	-1
ABCB6 inh MLPCN	99	99	91	96	98	98
ABHD5-PLIN5 inh	-5	0	2	7	-4	3
HTR2A ag	-4	4	-8	14	-2	11
CaV13 FRET inh	-7	5	-6	-7	-4	-7
N-glyco inh	-1	1	3	-6	1	5
Cardio protect	-2	-3	-7	0	-5	1
PDI inh	6	-6	10	-6	6	-24

[19] COc1ccccc1-n1cc2ccc([N+](=O)[O-])cc2n1
[20] Cn1nccc1C(=O)NC(=S)Nc1sc2c(c1C#N)CCCCC2
[21] CCOc1ccc(-c2cn(S(=O)(=O)c3cccc4nsnc34)nc2N)cc1
[22] CCOC(=O)C1CCCCN1Cc1cc(Cl)ccc1O (configuration not stated)
[23] COC(=O)C1CCN(C(=O)CN2C(=O)NC(CC(C)C)C2=O)CC1 (configuration not stated)
[24] CC(C)c1cc(NCc2ccccn2)n2c(nc3ccccc32)c1C#N

assay / compound	19	20	21	22	23	24
Exocytosis inh	0	1	-1	2	0	4
MC4R barr agon	-0.1	0.2	-1.7	1.2	-1.8	-0.2
MC4R antag cAMP	-4	3	7	-2	2	2
ABCB6 inh MLPCN	102	99	93	98	90	95
ABHD5-PLIN5 inh	0	1	5	-3	-3	0
HTR2A ag	0	0	1	3	-3	3
CaV13 FRET inh	-5	nt	2	-4	-2	-4
N-glyco inh	1	-1	-2	-2	0	-2
Cardio protect	-2	-20	0	-7	1	30
PDI inh	-1	-5	9	3	-1	-3

[25] CCOc1ccc(NC(=O)c2cccc(NC(C)=O)c2)cc1S(=O)(=O)N1CCCC1
[26] CS(=O)(=O)N1CCN(c2ccccc2F)CC1
[27] Clc1ccc2[nH]c(-c3ccccc3)cc2c1
[28] CCCCNC(=S)N(C)N=C1CCC(c2ccccc2)CC1 (configuration not stated)
[29] NS(=O)(=O)c1ccc(N2CCN(C(=O)C3COc4ccccc4O3)CC2)nc1 (configuration not stated)
[30] CCc1ccc(-c2cnc3nc[nH]c(=O)c3n2)cc1

assay / compound	25	26	27	28	29	30
Exocytosis inh	-5	-1	11	-1	-2	-13
MC4R barr agon	-1.4	-0.3	0.5	-0.5	-2.4	-2.7
MC4R antag cAMP	-2	4	3	10	-2	-7
ABCB6 inh MLPCN	100	98	107	98	103	94
ABHD5-PLIN5 inh	-7	5	-5	-9	8	3
HTR2A ag	-5	6	-1	-4	-3	0
CaV13 FRET inh	-6	-5	nt	-9	-13	-21
N-glyco inh	0	-1	-2	-1	-2	2
Cardio protect	0	0	-20	7	5	6
PDI inh	6	7	0	0	2	7

[31] C[C@H](CO)N1C[C@H](C)[C@@H](CN(C)Cc2ccc(C(=O)O)cc2)Oc2c(NS(=O)(=O)c3ccccc3)cccc2C1=O
[32] O=C(NC1CCCC1)c1cc2c(=O)n3ccccc3nc2s1
[33] Cc1ccc(S(=O)(=O)N2CCC(C(=O)Nc3cccnc3)CC2)cc1
[34] Cc1cc2ccccc2nc1SCC(=O)N1CCCC1
[35] COc1ccc(Oc2cccc(Cl)c2CNC(=O)CCC(=O)O)cc1
[36] O=C(C[n+]1cccc(NC(=O)c2ccccc2)c1)c1cccc([N+](=O)[O-])c1

assay / compound	31	32	33	34	35	36
Exocytosis inh	-8	7	0	-2	1	2
MC4R barr agon	-1.2	-0.8	-0.8	-0.8	-0.6	-1.0
MC4R antag cAMP	3	4	5	2	8	4
ABCB6 inh MLPCN	101	96	99	96	98	96
ABHD5-PLIN5 inh	-2	-11	3	2	3	2
HTR2A ag	0	4	3	-4	-4	-2
CaV13 FRET inh	-4	-2	-6	-3	-5	6
N-glyco inh	-1	4	1	-2	4	0
Cardio protect	-4	14	-2	5	-4	1
PDI inh	-1	-10	2	-3	-2	-17

Reprinted from the part before: four entries, then new ones.
[33] Cc1ccc(S(=O)(=O)N2CCC(C(=O)Nc3cccnc3)CC2)cc1
[34] Cc1cc2ccccc2nc1SCC(=O)N1CCCC1
[35] COc1ccc(Oc2cccc(Cl)c2CNC(=O)CCC(=O)O)cc1
[36] O=C(C[n+]1cccc(NC(=O)c2ccccc2)c1)c1cccc([N+](=O)[O-])c1
[37] CCOc1cccc(C(=O)Nc2nnc(-c3ccco3)s2)c1
[38] COc1ccc2[nH]c3c(c2c1)CCN1C(=O)C(CC(=O)NCCN2CCOCC2)C[C@H](C(=O)N2CCOCC2)[C@@]31C (some centres not stated)
[39] Cc1cccc(N2CCN(c3ccc(N4C(=O)CCCC4=O)cc3[N+](=O)[O-])CC2)c1C
[40] CC1CC(C)CN(S(=O)(=O)c2ccccc2[N+](=O)[O-])C1 (configuration not stated)
[41] Clc1ccccc1Cc1noc(CN2CCCCC2CCc2ccccn2)n1 (configuration not stated)
[42] Cc1cccc(C)c1NC(=O)C(C1CC1)n1c(-c2ccc(-c3ccccc3)cc2)nc2ccccc21 (configuration not stated)

assay / compound	33	34	35	36	37	38	39	40	41	42
Exocytosis inh	0	-2	1	2	1	-2	-2	-2	-2	-3
MC4R barr agon	-0.8	-0.8	-0.6	-1.0	2.2	-2.7	3.4	5.9	0.2	nt
MC4R antag cAMP	5	2	8	4	-3	-3	11	7	3	nt
ABCB6 inh MLPCN	99	96	98	96	102	99	96	96	97	nt
ABHD5-PLIN5 inh	3	2	3	2	-4	3	0	-7	2	6
HTR2A ag	3	-4	-4	-2	-3	1	-3	2	-3	-4
CaV13 FRET inh	-6	-3	-5	6	0	-5	-14	-8	4	-17
N-glyco inh	1	-2	4	0	-10	3	-1	-2	-3	nt
Cardio protect	-2	5	-4	1	-14	15	-4	-6	5	nt
PDI inh	2	-3	-2	-17	0	10	4	1	0	nt

[43] Cc1ccc(C(=O)OCC(=O)Nc2cccc(S(=O)(=O)N3CCCCC3)c2)s1
[44] O=C(CCC(=O)OCC(=O)c1ccc([N+](=O)[O-])cc1)Nc1ccccc1Cl
[45] Cn1c(=O)c2c(nc(N/N=C/c3cccnc3)n2Cc2ccccc2)n(C)c1=O
[46] Nc1c(C(=O)c2cccs2)sc2nsc(SCCN3CCCCC3)c12
[47] Cc1ccc(C(=O)O/N=C/c2c(C)nn(C)c2Cl)cc1
[48] O=C(O)C1CCCN1c1ncnc2c1oc1ccccc12 (configuration not stated)

assay / compound	43	44	45	46	47	48
Exocytosis inh	4	14	-1	95*	-7	6
MC4R barr agon	-0.5	-1.3	-1.2	-1.1	-1.8	0.2
MC4R antag cAMP	8	-4	-1	-3	-8	0
ABCB6 inh MLPCN	97	100	98	524	91	105
ABHD5-PLIN5 inh	-8	-10	5	3	0	0
HTR2A ag	-4	3	0	-3	4	0
CaV13 FRET inh	-12	nt	-4	-20	1	-9
N-glyco inh	0	0	11	2	1	2
Cardio protect	-17	2	-2	-8	-4	3
PDI inh	3	-8	15	-1	2	-3

Compound activity from PubChem BioAssay.
